Screening data as filed in PubChem.
RBX1-CUL1 inh = inhibitors of human ROC1-CUL1 ubiquitin ligase activity; in vitro K48 di-Ub FRET, acceptor:donor ratio, 45 min; inhibition, % at 10 µM; 0.6% of 140,000 active; AID 1347404; in the data active = inhibition above about 25%
Target sequence (P62877 whole entry, looked up): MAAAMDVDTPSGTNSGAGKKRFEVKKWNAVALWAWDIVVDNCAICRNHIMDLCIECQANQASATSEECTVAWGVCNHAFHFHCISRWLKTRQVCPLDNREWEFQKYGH
Target sequence (Q13616 whole entry, looked up): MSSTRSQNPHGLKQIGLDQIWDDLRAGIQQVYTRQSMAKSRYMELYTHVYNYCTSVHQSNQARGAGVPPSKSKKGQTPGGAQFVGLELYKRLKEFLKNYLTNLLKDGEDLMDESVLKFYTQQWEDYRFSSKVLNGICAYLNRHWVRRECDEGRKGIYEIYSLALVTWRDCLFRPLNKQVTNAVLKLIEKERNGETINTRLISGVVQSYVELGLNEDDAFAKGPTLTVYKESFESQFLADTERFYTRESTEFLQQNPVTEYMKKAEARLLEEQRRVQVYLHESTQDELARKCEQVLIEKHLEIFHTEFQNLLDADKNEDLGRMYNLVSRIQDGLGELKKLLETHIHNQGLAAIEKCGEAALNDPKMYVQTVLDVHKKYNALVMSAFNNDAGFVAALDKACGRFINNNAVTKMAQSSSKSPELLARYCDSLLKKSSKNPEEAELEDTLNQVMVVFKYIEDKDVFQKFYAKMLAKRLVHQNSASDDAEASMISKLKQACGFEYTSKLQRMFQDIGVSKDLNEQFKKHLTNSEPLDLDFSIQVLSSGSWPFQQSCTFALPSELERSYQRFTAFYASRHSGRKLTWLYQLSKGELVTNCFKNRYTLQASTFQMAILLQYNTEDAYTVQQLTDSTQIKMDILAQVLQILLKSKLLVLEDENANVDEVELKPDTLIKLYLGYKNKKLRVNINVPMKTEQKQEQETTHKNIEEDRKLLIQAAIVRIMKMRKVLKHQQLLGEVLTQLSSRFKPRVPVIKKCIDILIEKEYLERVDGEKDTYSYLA
* hit, by the source's call.

RBX1-CUL1 inh | SMILES
-4.2 | COc1ccc(N2CC(NC(=O)c3ccc(S(=O)(=O)N4CCCC4)cc3)CC2=O)cc1 (configuration not stated)
-2.1 | CC(C)CNC(=O)C1CCN(C(=O)c2ccccc2F)CC1
8.2 | CC(C)NS(=O)(=O)c1cccnc1N1CCN(CCO)CC1
-2.0 | CC(C)c1nn2c(=O)cc(COC(=O)COc3ccccc3F)nc2s1
-2.7 | COc1cccc(C(=O)Nc2cc3c(cc2Br)OCCCO3)c1
11.3 | COc1ccc(CC2(CCC(=O)NCC3COc4ccccc4O3)CCC(=O)N2)c(F)c1 (configuration not stated)
9.3 | O=C(COc1ccc(Cl)cc1)Nc1ccccc1C(=O)c1ccccc1
0.1 | CN(C(=O)c1ccsc1)C(Cc1ccccc1F)C1CCN(C(=O)CC2CCCC2)CC1 (configuration not stated)
-3.3 | Cc1cccc(C(=O)OCC(=O)c2cc(C)ccc2C)c1
8.4 | O=C(Nc1ccc2oc(-c3cccc4ccccc34)nc2c1)c1ccc([N+](=O)[O-])cc1[N+](=O)[O-]
14.4 | Cc1ccc(NC(=O)C2CCC(CNS(=O)(=O)c3cccs3)CC2)cc1C (configuration not stated)
-0.6 | Cn1c(-c2ccccc2)csc1=NC(=O)C(F)(F)F
-3.2 | NC(=O)c1ccc(NC(=O)COc2ccc(S(=O)(=O)NC3CCCC3)cc2)cc1
15.9 | O=c1[nH]c(/C=C/c2cccc(Br)c2)nc2ccccc12
8.0 | NC(=O)CCN1CCN(Cc2ccccc2OCC(O)CN2CCCCC2)CC1 (configuration not stated)
-0.1 | Cc1cccc(CNS(=O)(=O)c2ccc(-c3cnc(C4CC4)o3)cc2)c1
1.2 | Cc1oc2c(C)c(OC(=O)c3ccco3)ccc2c(=O)c1-c1nc2ccccc2s1
2.5 | Cc1cc(NC(=O)c2ccc(N(C)S(C)(=O)=O)cc2)ccc1Br
3.1 | Cc1ccccc1C(=O)Nc1cccc(C)c1C
-4.1 | CCOc1ccc(NC(=O)Cn2cc(S(=O)(=O)c3ccc(C)cc3)c(=O)c3cc(F)ccc32)cc1
2.7 | O=C(NCCCCCCNC(=O)C12CC3CC(CC(C3)C1)C2)C12CC3CC(CC(C3)C1)C2
0.0 | COc1ccc2[nH]cc(CCN3C(=O)C4CCCCC4C3=O)c2c1 (configuration not stated)
3.3 | COc1cc(C2CC(=O)Nc3c2c(C)nn3-c2nc(C)cc(C)n2)cc(OC)c1O (configuration not stated)
5.0 | CC(=O)c1cc(C(=O)Nc2cccc(C)c2)c2ccccn12
-2.4 | Cc1cc(Cl)ccc1OCC(=O)Oc1ccc(C(C)(C)C)cc1
7.2 | C=CCN1C(=O)/C(=C/c2cc(Br)ccc2OCC)C(=O)NC1=S
91.8* | O=C(O)c1ccc(-c2ccc(/C=C3\SC(=O)N(Cc4ccc(F)cc4)C3=O)o2)cc1Cl
4.0 | Cc1nn(C(=O)c2ccccc2)c(C)c1S(=O)(=O)N1CCCCCC1
2.3 | COc1ccc(CCC2CCCN(C(=O)CC(F)(F)F)C2)cc1 (configuration not stated)
-7.0 | CN(c1ccc(-c2nc(-c3ccccc3F)no2)cn1)C1CCOCC1

7 of these compounds in another layout.
canonical_smiles | RBX1-CUL1 inh
COc1ccc(CC2(CCC(=O)NCC3COc4ccccc4O3)CCC(=O)N2)c(F)c1 (configuration not stated) | 11.3
O=C(COc1ccc(Cl)cc1)Nc1ccccc1C(=O)c1ccccc1 | 9.3
CN(C(=O)c1ccsc1)C(Cc1ccccc1F)C1CCN(C(=O)CC2CCCC2)CC1 (configuration not stated) | 0.1
Cc1cccc(C(=O)OCC(=O)c2cc(C)ccc2C)c1 | -3.3
O=C(Nc1ccc2oc(-c3cccc4ccccc34)nc2c1)c1ccc([N+](=O)[O-])cc1[N+](=O)[O-] | 8.4
Cc1ccc(NC(=O)C2CCC(CNS(=O)(=O)c3cccs3)CC2)cc1C (configuration not stated) | 14.4
Cn1c(-c2ccccc2)csc1=NC(=O)C(F)(F)F | -0.6

Following part
RBX1-CUL1 inh | SMILES
2.9 | CC(=O)Oc1ccc2c(=O)c(-c3ccccc3)c(C(F)(F)F)oc2c1C
1.3 | CCOC(=O)C(=O)Nc1nnc(SCc2ccc(Cl)cc2Cl)s1
0.7 | O=C(CCN1CCCCO1)NC1CCCc2c1cnn2-c1ccc(F)cc1F (configuration not stated)
-5.8 | COc1cccc(CNS(=O)(=O)c2ccc3c(c2)CC(C)N3C(=O)C2CCC2)c1 (configuration not stated)
-2.1 | CCc1ccccc1Nc1nn2c(=O)c3ccc(C(=O)NC4CCC(C)CC4)cc3nc2s1 (configuration not stated)
-4.1 | O=C(/C=C\c1ccc2c(c1)OCO2)NC1CC(=O)N(c2cccc(F)c2)C1 (configuration not stated)
95.9* | Cc1ccc2cc(C3=C/C(=C/c4ccc(N5CCOCC5)o4)C(=O)O3)ccc2c1
-5.3 | CCCCCOc1ccc(NC(=O)c2ccc3c4c(cccc24)CC3)cc1
2.8 | Cc1ccc(N=Cc2cc3c(cc2O)OC(=N)C(C#N)C3c2cccc(F)c2)c(C)c1 (configuration not stated)
-6.1 | O=C(NCCSc1c(-c2ccccc2)[nH]c2ccccc12)c1ccc(S(=O)(=O)N2CCOCC2)cc1
-1.9 | C=CCN1C(=O)C(=O)C(C(=O)c2ccc(Cl)cc2)C1c1ccccc1 (configuration not stated)
1.1 | COc1ccc(CNC(=O)CSc2n[nH]c(-c3ccc(F)cc3)n2)cc1
8.1 | COCC(=O)N1CCCC(CCC(=O)NCc2ccccc2F)C1 (configuration not stated)
-8.1 | COc1ccccc1N1CCN(C(=O)c2cnc(N3CCOCC3)c3ccccc23)CC1
-6.9 | O=C(CSc1nc2sc3c(c2c(=O)n1-c1ccccc1)CCCC3)NCCc1ccccc1
-5.5 | CC(C)(C)c1cc(C(=O)NCCCN2CCOCC2)cc(C(C)(C)C)c1
7.1 | CCOc1ccc(CCNC(=O)NC2c3ccccc3Oc3ccccc32)cc1OCC
-4.6 | CN1CCCN(C(=O)c2cc(Br)cs2)CC1
12.3 | COc1ccccc1C(=O)N(Cc1ccco1)Cc1ccccc1F
3.1 | FC(F)(F)c1ccc(-c2noc3c2CN(Cc2ccoc2)CC3)cc1
-5.6 | C=CCn1c(SCC(=O)Nc2scc(-c3cccs3)c2C(=O)OC)nc2sc3c(c2c1=O)CCCCC3
7.4 | O=C(NCCc1ccc(F)cc1)C1CCN(C(=O)c2ccc(Cl)cc2)CC1
-5.1 | CCCCOc1ccc(N=CC=Nc2ccc(OCCCC)cc2)cc1
3.4 | COC(=O)C1C(=O)N=C(SCC(=O)Nc2ccc(Br)cc2)C(C#N)C1c1ccccc1[N+](=O)[O-] (configuration not stated)
0.9 | O=C(CCc1ccccc1)NC(c1ccccc1)c1ccc(Br)cc1 (configuration not stated)
0.1 | COc1ccc(Cl)cc1N1C(=O)CC(N2CCC(C(N)=O)CC2)C1=O (configuration not stated)
5.2 | Cc1ccc(-n2nnc(C(=O)NC3CCS(=O)(=O)C3)c2C)cc1C (configuration not stated)
-8.3 | Cc1ccc(C)c(N2CCN(C(=O)c3ccc4c(Cl)c5c(nc4c3)CCCC5)CC2)c1
-7.0 | COc1ccccc1Oc1ncccc1CNC(=O)c1ccsc1
4.6 | CC(C)N1C(=O)S/C(=C/c2ccc(Oc3ccc([N+](=O)[O-])cn3)cc2)C1=O
8.9 | Cc1ccc(SCC(=O)Nc2ccccc2C(=O)O)cc1
-1.4 | COc1cc(/C=N/NC(N)=O)cc(Br)c1OCc1ccccc1C
7.8 | Cc1cccc(Nc2nc(C)c3c(n2)CCCC3=O)c1
-8.5 | Fc1ccccc1-c1n[nH]c2c1CN(Cc1cccc3ncccc13)CC2
11.3 | CNC(=O)c1ccc(C2CCCN2Cc2cccn2-c2nccs2)s1 (configuration not stated)
5.9 | O=S(=O)(c1ccsc1)N1CCc2onc(-c3ccccc3)c2C1
-7.9 | O=C(Nc1ccc(Cl)cc1)C1C(=O)Oc2ccccc2C1=O (configuration not stated)
6.6 | Cc1ccc(NC(=O)Cn2c(=O)n(Cc3nc(-c4ccccc4)no3)c(=O)c3cc4c(cc32)OCO4)cc1F
6.0 | NC(=O)c1cc2cc([N+](=O)[O-])ccc2oc1=Nc1cccc(C(F)(F)F)c1
-8.2 | COCC1CCCN(Cc2ccc3c(c2)CN(C(=O)COc2ccccc2Cl)CCO3)C1 (configuration not stated)
-4.3 | CCOC(=O)N1CCN(C(=O)CN(c2cc(C)cc(C)c2)S(=O)(=O)c2ccc(C)cc2)CC1
0.7 | CCc1ccccc1NC(=O)Cn1nnc(C(=O)OC)c1C(=O)OC
-2.6 | Cc1ccsc1/C=N\NC(=O)c1ccc2c(c1)OCO2
-9.8 | CCOC(=O)c1cc2[nH]c3ccccc3c2[n+](-c2ccc([N+](=O)[O-])cc2)c1C
3.9 | Cc1cccc(C(=O)NC(N2CCCCC2)C(Cl)(Cl)Cl)c1 (configuration not stated)
5.6 | C/C(=N\NC(=O)c1ccc(C)cc1)c1ccccc1O
-0.7 | Cc1ccc2oc(=O)c(-c3ccccc3)c(-c3cnc4c(c3)COc3ccccc3-4)c2c1
0.0 | Cc1cc2oc(C(=O)Nc3cccc(-c4nc5ccccc5o4)c3)c(C)c2cc1Cl
1.3 | COC(=O)Nc1ncc(CN2CCC(c3ccccc3)CC2)s1
-5.6 | CCc1cccc(NC(=O)CCc2nc3cccnc3n2Cc2ccc(OC)cc2)c1
-1.2 | Cn1c(=O)[nH]c(=O)c2c1nc(Br)n2CCn1c(Br)nc2c1c(=O)[nH]c(=O)n2C
-6.2 | CC1=Nc2nc(SCc3ccccc3)nn2C(c2cccc(Br)c2)C1C(N)=O (configuration not stated)
-10.5 | Cc1ccc(N2CCn3c2nc2c3c(=O)n(CCCc3ccccc3)c(=O)n2C)cc1C
6.5 | CCCc1cc(C(=O)NC2CCN(CCC)CC2)cs1
1.4 | COc1cccc(-c2nnc(-c3cc4cc(Cl)ccc4oc3=O)o2)c1
-3.3 | O=C(N/N=C/c1cc([N+](=O)[O-])ccc1Cl)c1ccco1
-7.3 | Cc1noc(C)c1CC(=O)NCc1nc(NCCCc2ccccc2)c2ccccc2n1
-5.6 | O=C(CSc1nnc2scc(-c3ccccc3)n12)Nc1nsc(-c2ccc(Cl)cc2)n1
14.6 | COc1ccc(-c2noc(-c3ccc(NC4CCCCC4)c([N+](=O)[O-])c3)n2)cc1
7.5 | O=C(NCCSCc1ccccc1Cl)C1CCN(S(=O)(=O)Cc2ccccc2)CC1

(further entries)
RBX1-CUL1 inh | SMILES
3.1 | N#CC1C(=N)SC(=N)C(C#N)C1c1ccc(F)cc1F (configuration not stated)
-4.6 | O=C(Cc1cccs1)Nc1cccc(F)c1
-3.6 | COc1ccc(-c2noc(CSc3nnc(-c4ccncc4)n3-c3ccc(OC)cc3)n2)cc1
-10.6 | c1ccc(-c2cccc(N3CCC(NCC4CCOCC4)CC3)c2)cc1
3.5 | N=C1/C(=C/c2cccs2)C(=O)N=C2SC(COc3ccccc3)=NN12
-10.7 | Cc1c([N+](=O)[O-])c([N+](=O)[O-])nn1CC(=O)Nc1ccc(Cl)cc1Cl
-11.1 | Cc1ccc2nc(Cl)c3cc(C(=O)N(C)C4CCCCC4)sc3c2c1
-0.6 | CC1=Nc2ccc(C(=O)Nc3ccc(F)cc3)cc2C(=O)C1
2.4 | Cc1ccc(CNS(=O)(=O)c2ccccc2)cc1
-6.2 | Cc1ccc(C)c(NC(=O)CCn2cnnn2)c1
11.4 | N#CC1C(=N)Oc2n[nH]c(-c3ccccc3)c2C1c1cccc(OCc2ccc(Cl)cc2Cl)c1 (configuration not stated)
7.1 | Cn1c2c(c(=O)n(C)c1=O)C(c1ccc(Br)cc1)Nc1ccccc1O2 (configuration not stated)
-3.7 | Cc1ccccc1N1C(=O)C2C3C=CC(C3=C3CCCC3)C2C1=O (configuration not stated)
-0.7 | CCSc1ncc(Cl)c(C(=O)Nc2nc3ccc(Cl)cc3s2)n1
4.8 | COc1cccc(N2CC(=O)N(NC(=O)CSc3nc(C)cc(C)c3C#N)CC2=O)c1
-5.0 | O=c1oc2ccccc2n1CCCOc1ccccc1Cl
4.8 | O=C(OCC1c2ccccc2-c2ccccc21)c1cccs1
2.0 | CS(=O)(=O)OC1CSc2nc(-c3ccc(Cl)cc3)nn2C1 (configuration not stated)
1.0 | CCOC(=O)C1CCN(C(=O)Cn2ncc3c4ccccc4n(C)c3c2=O)CC1
-0.4 | O=C(CSc1nc2[nH]ncc2c(=O)n1-c1ccccc1)c1ccc(Cl)c(Cl)c1
-2.6 | O=[N+]([O-])C(C=Nc1ccc(Cl)cc1)c1cc(O)ccc1O (configuration not stated)
5.2 | CN1CCN(C(=O)c2ccccc2OCCOc2ccccc2)CC1
0.7 | c1cc2c(cc1-c1noc3c1CN(C1CCSCC1)CC3)OCO2
-13.1 | C=Cc1ccc(CSc2nc(-c3ccccc3C)nc3c2Cc2c(CO)cnc(C)c2O3)cc1
8.2 | Cc1cc([N+](=O)[O-])cnc1N1CCOCC1
3.9 | CCCC(=O)NC(=S)Nc1ccccc1Sc1ncnc2scc(-c3ccccc3)c12
-5.4 | COc1ccc(N2CCN(c3oc(/C=C/c4ccccc4OC)nc3C#N)CC2)cc1
2.8 | COc1cc(CNC2Cc3ccccc3C2)ccc1OCC(O)CN1CCOCC1 (configuration not stated)
-1.4 | Cc1ccc(C)c(N2CCN(S(=O)(=O)c3cc(Br)cc4c3N(C(=O)C3CC3)CC4)CC2)c1
0.9 | CCn1ncc(CN2CCCC(Nc3ccc4c(c3)OCO4)C2)c1C (configuration not stated)
-4.7 | O=S(=O)(c1cnc(Cl)c(Br)c1)N1CCCc2ccccc21
1.2 | Cc1ccc2nc(C)c3c(c2c1)SC(C)C3 (configuration not stated)
-13.8 | CCn1cc(C(=O)N2CCN(c3ccccc3OC)CC2)c2cc(OC)c(OC)cc2c1=O
5.3 | CCn1c(=O)c2c(nc3n(-c4cccc(Cl)c4)c(C)c(C)n23)n(C)c1=O
-3.3 | O=C(c1ccc(C(=O)N(C2CCCCC2)C2CCCCC2)cc1)N1CCOCC1
-3.3 | CC(C)(C)C1CCc2sc(C(=O)N3CCOCC3)cc2C1 (configuration not stated)
6.0 | CC1CN(CC(O)COc2ccc(C3CCCCC3)cc2)CC(C)O1 (configuration not stated)

Quoted at random: two records from the list, in no set order.
RBX1-CUL1 inh | SMILES
-4.7 | O=S(=O)(c1cnc(Cl)c(Br)c1)N1CCCc2ccccc21
-13.8 | CCn1cc(C(=O)N2CCN(c3ccccc3OC)CC2)c2cc(OC)c(OC)cc2c1=O

A portion of the library; count on the stated rates, not on these rows.
